# HT1080-NT tox – kills 2HG-producing HT-1080-NT fibrosarcoma cells; HT-1080-NT fibrosarcoma viability, CellTiter-Glo ATP luminescence, 48 h; Potency, µM (highest dose often 46.1 µM), for inactives: at the top dose activity, negative = less viability, usual class: cytotoxic; 360,000 tested, 1.6% active;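 note: NT is the 2HG producing partner of a matched IDH1 knockdown line; potency is the fitted concentration of half-maximal effect; 0% = DMSO-treated cells and -100% = media-only wells without cells; nearly all actives have a fitted effect of over 55% in size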
#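 Fibrosarcoma NT cells, 750 per well in 5% FBS RPMI, were exposed to compound for 48 hours. Viability: CellTiter-Glo luminescence.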
# MCF10A rereplic – induces DNA re-replication in MCF 10a normal breast cells; 350,000 tested, 2.9% active; AID 624296; Potency, µM (highest dose often 46.1 µM), inactives show at the highest dose activity, positive = re-replication, most hits filed as activators; MCF 10A DNA re-replication, Hoechst nuclear intensity, 48 h; note: potency is the fitted concentration of half-maximal effect; % of control where 0% means no effect; nearly all actives have a fitted effect of over 50% in size
# KB-3-1 tox – kills parental KB-3-1 adenocarcinoma cells; Potency, µM (doses to about 46.1 µM), without a hit: top-dose activity change, negative = cytotoxic, hits mostly cytotoxic; 400,000 tested, 1.4% active; KB-3-1 viability, CellTiter-Glo ATP luminescence, 72 h; note: potency is the fitted concentration of half-maximal effect; % is set by controls: 0 for no effect and ±100 for the full control effect; nearly all actives have a fitted effect of over 60% in size
#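 Here the drug-naive KB-3-1 line serves as comparator for MDR sub-line selectivity; cells received compound titrations, 72 h at 37 °C, then CellTiter-Glo readout.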
# DRD3 agonist – agonists of human D3 dopamine receptor; max activation, %; D3R DiscoveRx beta-arrestin cells, luminescence, 90 min; 410,000 tested, 0.58% active; P35462; AID 652048; in the data active = max activation above about 30%; note: 0% is about no effect; mostly tested at two doses, the higher about 12 µM
# Target sequence (P35462 whole entry, looked up): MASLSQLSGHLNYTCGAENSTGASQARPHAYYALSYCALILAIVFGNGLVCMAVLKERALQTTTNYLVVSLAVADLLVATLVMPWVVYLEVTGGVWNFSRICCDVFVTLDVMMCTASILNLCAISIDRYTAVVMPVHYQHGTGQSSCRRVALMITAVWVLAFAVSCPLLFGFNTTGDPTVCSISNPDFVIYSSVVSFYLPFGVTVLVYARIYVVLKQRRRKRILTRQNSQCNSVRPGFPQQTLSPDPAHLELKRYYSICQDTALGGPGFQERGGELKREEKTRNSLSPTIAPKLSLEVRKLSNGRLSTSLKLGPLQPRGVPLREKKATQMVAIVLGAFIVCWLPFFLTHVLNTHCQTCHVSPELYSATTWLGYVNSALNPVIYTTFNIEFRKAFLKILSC
#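 Agonist-mode cell screen: cells plated at 1500/well and incubated overnight at 37 °C, then exposed to library compounds for 90 min at 37 °C. Detection reagent was added for 30–60 min at room temperature, and luminescence was read.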
# HT1080 IDH1KD tx – HT-1080 IDH1 knockdown cell toxicity (counter line); Potency, µM (doses to about 46.1 µM), without a hit: top-dose activity, negative = toxicity, most hits filed as cytotoxic; 360,000 tested, 2% active; HT-1080 IDH1 knockdown viability, ATP luminescence, 48 h;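 note: potency is the fitted concentration of half-maximal effect; 0% = DMSO wells and -100% = cell-free medium wells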
#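 HT-1080-IDH1KD cells (IDH1 knocked down), 750/well in RPMI with 5% FBS, treated with compound 48 h at 37 degrees C. Viability by CellTiter-Glo luminescence, normalised to DMSO and no-cell wells; concentration-response curves classed.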
# IL1B secr inh – inhibitors of inflammasome signaling (IL-1 beta secretion); THP-1 LPS/ATP IL-1B secretion, AlphaLISA, 16 h; hits give low values; activity change, % at 57.5 µM; 360,000 tested, 4.7% active; AID 743279; in the data active = activity change below about -50%; inconclusive = mostly about -30% to -49%; note: % is set by controls: 0 for no effect and ±100 for the full control effect
#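 THP-1 cells pretreated 1 hr with compounds (up to 57.5 uM final), then stimulated with LPS (250 ng/mL final) plus ATP (1.25 mM final); secreted IL-1B measured by AlphaLISA after 16 hr, decreased signal indicating inhibition.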
# KB-V1 cytotox – KB-V1 MDR subline cytotoxicity. AID 1347076. 400,000 tested, 3.4% active. KB-V1 MDR cells viability, CellTiter-Glo, 72 h. Potency, µM (titrated, usually from 46.1 µM), for the others: at the highest dose activity change, negative = cytotoxicity, actives largely listed as cytotoxic; note: potency is the fitted concentration of half-maximal effect; % is set by controls: 0 for no effect and ±100 for the full control effect; nearly all actives have a fitted effect of over 60% in size
#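 Potencies derive from concentration-effect curves fitted to normalized luminescence (CellTiter-Glo) of KB-V1 cells treated for 72 h at 37 degrees C in phenol-red-free DMEM containing 10% FBS.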
# SW480 rerep – induces DNA re-replication in SW480 colon adenocarcinoma cells. Potency, µM (top dose mostly 46.1 µM), for inactives: at the top dose re-replication activation, usual class: activators. SW480 DNA re-replication, Hoechst DNA content imaging, 48 h. 340,000 tested, 1.8% active. AID 624297; note: potency is the fitted concentration of half-maximal effect; % of control where 0% means no effect; nearly all actives have a fitted effect of over 55% in size
#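 First, 250 cells per well were seeded. Next, compound or vehicle (23 nL) was pinned in, plates sat 48 hr at 37 C. Finally Hoechst was added for 40 min before fluorescence scanning.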
# HEK293 tox – cytotoxic in the GLP-1 receptor inverse agonist counter-screen; HEK293 cAMP-luciferase reporter cells, luminescence, 24 h; Potency, µM (titrated, usually from 38.3 µM), without a hit: at the highest dose activity change, negative = inhibition, hits mostly inhibitors; 410,000 tested, 0.13% active; AID 624418;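 note: loss of luciferase light is scored as toxicity; potency is the fitted concentration of half-maximal effect; % is set by controls: 0 for no effect and ±100 for the full control effect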
#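 Luminescence readout: signal drop marks cytotoxicity. Plated cells grew 12 h at 37 °C, 5% CO2, received 23 nL compound for 24 h, then got luciferase reagent, read after 12 min at RT.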
# The depositor's hits bear a star; u = inconclusive; x = no result given; [ ] = dose if it differs, or a comment. Unless noted, calls come from the whole dose curve; as a rule, active = well fitted curve in the direction sought with a large enough effect; inconclusive = small, poorly fitted or top-dose-only effect, or another doubt; inactive = no such curve, though single readings can be large; an effect the other way counts as inactive or inconclusive. Hits appear at their usual frequency, and some 11% of all compounds hit somewhere here.
SMILES,HT1080-NT tox,MCF10A rereplic,KB-3-1 tox,DRD3 agonist,HT1080 IDH1KD tx,IL1B secr inh,KB-V1 cytotox,SW480 rerep,HEK293 tox
CCCCOC(C)n1cc(F)c(=O)[nH]c1=O (stereo unspecified),4%,-8%,-2%,6,-1%,-1,3%,-4%,-6%
C#CCOCCOCCOCCNc1nc(N2CCN(C(=O)[C@H](C(C)C)n3cc(CCO)nn3)CC2)nc(N2CCN(C(=O)[C@H]([C@@H](C)CC)n3cc(CCCN=C(N)N)nn3)CC2)n1,13%,-17%,0%,5,5%,-6,-13%,2%,0%
CCS(=O)(=O)Nc1ccc(C2=NN(C(C)=O)C(c3cccs3)C2)cc1 (stereo unspecified),23µM*,9.2µM*,u,1,16µM*,u,u,u,-12%
CCCC(=O)Nc1ccc(S(=O)(=O)Nc2cc(OC)ncn2)cc1,0%,0%,u,1,8%,19,u,-26%,-11%
Cc1c(C(=O)NCCc2ccc3c(c2)OCCO3)oc2ccccc12,0%,-3%,-1%,3,3%,11,22%,-19%,-3%
COc1cccc(C(=O)c2c(C)c(CCC#N)n3ccccc23)c1OC,2%,23%,11%,-9,-2%,18,u,-1%,0%
COc1ccc(S(=O)(=O)Nc2ccc3oc(C)c(C(=O)O)c3c2)cc1,-1%,-2%,0%,-7,-2%,10,u,14%,-28%
O=C(Nc1ccc(C(=O)OCc2cc(=O)n3nc(C4CC4)sc3n2)cc1)c1cccc(Cl)c1,x,x,-1%,2,x,x,-5%,x,-7%
Cc1ccc(NS(=O)(=O)c2cccc(C(=O)Nc3cc(C)on3)c2)cc1,-2%,8%,-18%,-12,-4%,-3,4.6µM*,u,19%
Cc1ccc(CCNC(=O)c2cc3c(=O)n(C)c4ccccc4c3n2C)cc1,x,x,-2%,0,x,x,-3%,x,-5%
Nc1c(C(=O)N2CCCCCC2)oc2ccccc12,4%,0%,1%,1,2%,14,u,4%,-14%
CC1CN(C(=O)c2cccs2)CC(C)O1 (stereo unspecified),6%,0%,9%,-2,-1%,27,u,-6%,-1%
CCOC(=O)C1(Cc2ccc(OC)cc2)CCN(C(=O)c2cc(C)on2)CC1,3%,14%,0%,-2,0%,-10,-12%,-2%,-10%
CCOc1ccc(C(=O)NCc2cccs2)cc1,5%,-3%,17%,-5,4%,-11,3%,-1%,-4%
COCCNc1nnc(SCC(=O)c2ccc3c(c2)OCO3)s1,-2%,-3%,-1%,-8,-2%,12,1%,-3%,12%
CCc1nn(CC(=O)Nc2ccc(N(CC)CC)cc2C)c(=O)c2cc3sccc3n12,x,x,0%,-12,x,x,-1%,x,2%
CN1CCCC(OC(=O)c2cc(Cl)cc(Cl)c2)C1 (stereo unspecified),-2%,1%,-6%,-10,-1%,-12,-3%,-3%,2%[7.66 µM]
CCOC(=O)Cn1nnnc1CN(Cc1ccc(OC)cc1)Cc1cc2cc(CC)ccc2[nH]c1=O,-29%,-1%,-7%,-1,-5%[9.24 µM],-89*,4%,1%,24%
CCc1c(C)c(C#N)c2nc3ccccc3n2c1NCCCN(C)C,0%,x,4%,-6,-9%,-6,-6%,x,2%
Cc1ccc(NC(=O)CSc2n[nH]c(C)c2[N+](=O)[O-])cc1C,1%,14%,u,-7,2%,3,1%,1%,u
O=C(/C=C/c1ccccc1)NC(=O)c1ccccc1O,-7%,12%,1%,-10,2%,-58*,-2%,3%,1%
COc1ccc(NC(=O)CCN2C(=O)C3CC=CCC3C2=O)cc1S(=O)(=O)N1CCCCC1 (stereo unspecified),11%,1%,-4%,-2,21%,0,u,-3%,-5%
Cc1cccc(NC(=O)CSc2nc(COc3ccccc3)nc3ccccc23)c1C,-3%,-6%,4%,13,9%,-2,u,-8%,u
CC(NC(=O)C1CCN(S(=O)(=O)c2cccc3nonc23)CC1)c1ccccc1 (stereo unspecified),0%,11%,-1%,-6,-1%,-4,-25%,5%,16%
COc1ccc(C(C)=O)cc1CSCc1cc(C(C)=O)ccc1OC,4%,0%,13%,-3,3%,14,-4%,-3%,1%
# Other records follow.
SMILES,HT1080-NT tox,MCF10A rereplic,KB-3-1 tox,DRD3 agonist,HT1080 IDH1KD tx,IL1B secr inh,KB-V1 cytotox,SW480 rerep,HEK293 tox
CC(=O)Nc1ccc(S(=O)(=O)n2cnc3ccccc32)cc1,19%,0%,0%,6,18%,-5,1%,-18%,-3%
CC1(C)O[C@@H]2[C@H](O1)[C@@H](COS(=O)(=O)O)O[C@H]2n1c(=S)[nH]c2c(=O)[nH]c(N)nc21,u,2%,15%,-6,8%,14,4%,1%,-5%
Nc1ccc(C(=O)N/N=C/c2cn(Cc3ccc(F)cc3)c3ccccc23)cc1,-17%,7%,-5%,8,-25%,u,-2%,1%,-4%
CN(C)C(CNC(C(=O)Nc1ccc(F)cc1)c1ccccc1)c1ccccc1 (stereo unspecified),-27%,9%,8%,-3,-27%,-80*,u,-10%,7%
Cc1cc(C)nc(N/C(=N\S(=O)(=O)Cc2ccccc2)Nc2ccccc2Br)n1,-22%,4.1µM*,0%,5,u,-8,u,u,4%
CCCc1cc(=O)[nH]c(SCC(=O)N2CCN(S(=O)(=O)c3ccc(C)cc3)C2)n1,-2%,7%,-14%,-2,-12%,31,-14%,0%,-10%
COc1ccc(S(=O)(=O)N2CCOC2CNC(=O)C(=O)NCCCN2CCOCC2)cc1C (stereo unspecified),-3%,u,-4%,3,3%,25,4%,1%,-4%
C#CCSc1nnnn1-c1cccc(Cl)c1,0%,9%,u,6,-1%,-8,-15%,u,-27%
COc1ccc(CNC(=O)c2cc3cc(C)ccc3n2C)cc1,x,x,-9%,11,x,x,-16%,x,-2%
C=CCn1c(SCC(=O)Nc2cc(C)on2)nc2sc(C)c(C)c2c1=O,5%,-11%,4%,0,5%,-12,7%,-5%,-3%
CCOC(=O)c1cc(-c2cccs2)nc2c1c(C)nn2-c1ccccn1,u,u,4%,-8,u,-79*,-15%,-7%,3.5µM*
CCC(=O)N1CCC2(CC1)Oc1ccc(Cl)cc1C(=O)C21CC(c2cccnc2)=NO1 (stereo unspecified),0%,-15%,-1%,0,6%,-8,4%,3%,-23%
CCc1nc2cccnc2n1-c1ccc(CC(=O)Nc2ccccc2Cl)cc1,x,x,11%,0,x,x,-7%,x,11%
Cc1c(C(=O)Nc2ccccc2)sc2nc(-c3cc4cc(Cl)ccc4oc3=O)[nH]c(=O)c12,x,x,4%,-16,x,x,13%,x,4%
CCN1CCN(C(=O)c2cnn(-c3ccc(F)cc3F)c2C2CCN(C(=O)OC(C)(C)C)CC2)CC1,x,x,-3%,7,x,x,7%,x,2%
CCCC(=O)C1=C(SCC)CC(C)(C)C(C(=O)OC)C1=O (stereo unspecified),6%,-12%,0%,-1,7%,-17,2%,1%,-1%
S=c1[nH]nc(C2CCCCC2)n1/N=C/c1ccccc1Cl,-22%,u,0%,10,-19%,25,5%,-1%,-3%
O=C(NCc1ccc(F)cc1)C1CCN(S(=O)(=O)N2CCCC2)CC1,0%,-2%,5%,1,5%,0,-10%,-23%,4%
O=c1[nH]c(SCc2ccc(F)cc2)nc2c1cnn2-c1ccc(F)cc1,12%,-8%,-5%,14,1%,19,-7%,-8%,4%
O=c1c(=O)n(O)c2ccccc2n1O,0%,-4%,18%,2,5%,24,6%,-6%,-2%
COc1ccc(OC)c(C=C2CCc3ccccc3C2=O)c1,u,x,u,0,u,-2,u,x,-19%
Cn1c(=O)cc(OCC(=O)N2CCN(c3ccccc3)CC2)c2ccccc21,x,x,26%,5,x,x,4%,x,-8%

# Part of the list above in order of SMILES length, smallest number first.
SMILES,HT1080-NT tox,MCF10A rereplic,KB-3-1 tox,DRD3 agonist,HT1080 IDH1KD tx,IL1B secr inh,KB-V1 cytotox,SW480 rerep,HEK293 tox
O=c1c(=O)n(O)c2ccccc2n1O,0%,-4%,18%,2,5%,24,6%,-6%,-2%
C#CCSc1nnnn1-c1cccc(Cl)c1,0%,9%,u,6,-1%,-8,-15%,u,-27%
COc1ccc(OC)c(C=C2CCc3ccccc3C2=O)c1,u,x,u,0,u,-2,u,x,-19%
S=c1[nH]nc(C2CCCCC2)n1/N=C/c1ccccc1Cl,-22%,u,0%,10,-19%,25,5%,-1%,-3%
CCCC(=O)C1=C(SCC)CC(C)(C)C(C(=O)OC)C1=O (stereo unspecified),6%,-12%,0%,-1,7%,-17,2%,1%,-1%
CCc1nc2cccnc2n1-c1ccc(CC(=O)Nc2ccccc2Cl)cc1,x,x,11%,0,x,x,-7%,x,11%
C=CCn1c(SCC(=O)Nc2cc(C)on2)nc2sc(C)c(C)c2c1=O,5%,-11%,4%,0,5%,-12,7%,-5%,-3%
Cc1cc(C)nc(N/C(=N\S(=O)(=O)Cc2ccccc2)Nc2ccccc2Br)n1,-22%,4.1µM*,0%,5,u,-8,u,u,4%
COc1ccc(S(=O)(=O)N2CCOC2CNC(=O)C(=O)NCCCN2CCOCC2)cc1C (stereo unspecified),-3%,u,-4%,3,3%,25,4%,1%,-4%
Cc1c(C(=O)Nc2ccccc2)sc2nc(-c3cc4cc(Cl)ccc4oc3=O)[nH]c(=O)c12,x,x,4%,-16,x,x,13%,x,4%
